NCI-60 one-dose screen, 48 h, at 10 µM unless noted. Numbers give growth in % (100 = growth as untreated, 0 = no growth, -100 = all killed).
MDA-MB-468 = MDA-MB-468 breast cancer; actives 8.5% (n = 78,000); AID 2202374
K-562 = K-562 leukemia | actives 7.4% (n = 78,000)
MOLT-4 = MOLT-4 leukemia cells; actives 6.9% (n = 80,000)
MDA-MB-231 = MDA-MB-231 breast cancer; actives 5% (n = 81,000)
MDA-MB-435 = MDA-MB-435 melanoma; actives 7.8% (n = 82,000)
RPMI-8226 = RPMI-8226 leukemia cells; actives 7.5% (n = 77,000); AID 1794781
SR = SR leukemia cells; actives 8.7% (n = 73,000)
CCRF-CEM = CCRF-CEM leukemia; actives 7% (n = 77,000)
Starred values were filed as active, the others as inactive; · = not tested or not shown; & = joins results of further samples. The calls were made as follows: active = growth percent below 10; inactive = the rest. Outcome played no part in choosing rows; overall some 16% were active at least once.

SMILES	MDA-MB-468	K-562	MOLT-4	MDA-MB-231	MDA-MB-435	RPMI-8226	SR	CCRF-CEM
Cc1ccc(-c2csc(N(C(=O)N3CCN(c4cc5c(cc4F)c(=O)c(C(=O)O)cn5C4CC4)CC3)c3ccccc3)n2)cc1	-6.7*	13	17	24	15	18	20	21
COc1ccc([C@H]2c3[nH]c4ccccc4c3C[C@@H]3C(=O)N(C4CCN(Cc5ccccc5)CC4)CC(=O)N23)c(OC)c1	63	29	45	78	83	53	30	62
COc1cccc(-c2nn(-c3ccccc3)cc2-c2ccnc(N3CCN(C(=O)Nc4ccccc4)CC3)c2)c1	48	39	73	91	88	61	63	89
O=c1[nH][n+](-c2nonc2-c2ccc(F)cc2)no1	99	107	106	100	97	·	107	99
O=C(CCN1C(=O)/C(=C/c2ccc(O)cc2)SC1=S)Nc1ccc(Cl)cc1	95	90	85	86	·	·	110	47
Fc1ccc(-c2nnc(N3CCOCC3)c3ccccc23)cc1F	99	79	88	96	115	92	·	96
COCCC[C@H]1O[C@@](O)([C@H](C)[C@@H]2CC(OC)C(O)/C=C(C)/C=C(C)/C=C(\C)C(OC3O[C@@H](C)[C@H](O)C(O)[C@@H]3O)C(C)/C=C(C)/C=C(OC)/C=C(\C)C(=O)O2)C(OC)C(O)[C@]1(C)O[C@H]1C[C@@H](O)[C@H](O[C@H]2C[C@](C)(O)[C@H](O)C(C)O2)C(C)O1 (some centres not stated)	9.6*	21	48	84	55	27	113	54
COC(=O)C(C)N (configuration not stated)	117	117	102	108	106	100	103	107
N#CC1=C(N)Oc2cc3ccccc3cc2C1c1cc(=O)oc2ccc(Cl)cc12 (configuration not stated)	117	·	89	103	105	98	86	95
O=C1CCC(=O)N1CN1CCN(c2cc(=O)n(-c3ccccc3)c3ccccc23)CC1	102	95	113	98	104	114	100	99

Continued (two carried over from the part before).
SMILES	MDA-MB-468	K-562	MOLT-4	MDA-MB-231	MDA-MB-435	RPMI-8226	SR	CCRF-CEM
N#CC1=C(N)Oc2cc3ccccc3cc2C1c1cc(=O)oc2ccc(Cl)cc12 (configuration not stated)	117	·	89	103	105	98	86	95
O=C1CCC(=O)N1CN1CCN(c2cc(=O)n(-c3ccccc3)c3ccccc23)CC1	102	95	113	98	104	114	100	99
COc1c2ccoc2cc2oc(C)c(C(C)=O)c(=O)c12	109	·	101	108	104	98	96	105
N#Cc1ccc(-n2cnc(NC(=O)[C@H]3CCN(C#N)C3)c2)cc1	-38*	18	9.3*	15	16	16	6.5*	12
COc1ccc(-c2c[nH]c(C(=O)O)c2-c2cc(OC)c3c(c2OC)OCO3)cc1	103	108	102	105	104	140	106	·
Clc1ccc(C2=Nn3c(nnc3-c3ccccc3)SC2)cc1	91	103	109	88	101	105	91	116
O=C(Nc1ccc(Br)c(Cl)c1)c1cc(F)ccc1O	-25*	9.6*	-23*	-20*	-11*	-16*	0.4*	6.7*
CCCCc1oc2ccccc2c1C(=O)c1cc(I)c(OCCN(CC)CC)c(I)c1	-87*	·	-54*	-80*	-56*	-30*	-52*	-32*
NCc1ccc(-c2nnc3n2N=C(c2ccccc2)CS3)cc1	100	109	100	92	92	92	101	100
COc1cc(NC(=O)C(C)C)ccc1C(=O)NC(=S)Nc1ccc(C(=O)O)cc1	111	71	107	83	104	88	93	93
CC(=O)N1N=C(c2cccs2)CC1c1[nH]c(C)c(C(=O)NCC(F)(F)F)c1C (configuration not stated)	111	110	104	104	102	107	100	106
O=c1[nH]c2ccccc2c(O)c1N=Nc1ccc(N=Nc2ccc(S(=O)(=O)O)cc2)cc1	90	100	100	91	103	97	89	93
Cn1cc(-c2nnc(N)nc2-c2c[nH]c3ccc(F)cc23)c2cc(F)ccc21	-15*	49	24	78	95	66	41	39
CCOc1c(C(C)=O)sc(=Nc2ccccc2)n1-c1cccc(-n2c(OCC)c(C(C)=O)sc2=Nc2ccccc2)c1	87	94	75	75	107	85	96	90
Cc1cc(S(=O)(=O)O)ccc1N	89	66	85	109	80	101	76	·
COc1ccc(/C=C(\c2cc(OC)c(OC)c(OC)c2)c2nnc(-c3ccc(Cl)cc3Cl)o2)cc1	89	·	72	77	72	78	·	68
COc1ccc(C(=O)c2nc3ccccc3n2CC(=O)c2ccc(F)cc2)cc1	55	·	75	83	-16*	82	42	80
CS(=O)(=O)Nc1cncc(-c2ccc3ncnc(Nc4cncc(Cl)c4)c3c2)c1	17	100	78	77	103	102	88	36
CCCCCCCCSc1ncnc2c1ncn2CO	12	74	86	98	83	61	115	·
COc1cc(O)cc(/C=C/c2ccccc2)c1	101	89	65	75	103	·	87	45
COC(=O)c1[nH]nc2c1C1(C(=O)Nc3ccc(OC(F)(F)F)cc31)C(C#N)=C(N)O2 (configuration not stated)	126	107	133	104	106	103	·	110
Cc1cccc(-c2nc(-c3cccc(C)c3)c3cc(-c4ccccc4)n(C)c3n2)c1	115	107	106	98	105	98	109	106
CCOC(=O)/C(C#N)=C\c1ccco1	·	101	101	103	109	86	92	101
C=C(C)[C@@H]1CC[C@]2(c3ncc(C)o3)CC[C@]3(C)[C@H](CC[C@@H]4[C@@]5(C)Cc6c([nH]c7ccccc67)C(C)(C)[C@@H]5CC[C@]43C)[C@@H]12	93	·	·	79	101	77	·	99
CCNC(=S)Cc1ccccc1	99	100	102	109	108	103	99	95
N#Cc1c(NC(=O)c2ccc(Br)cc2)sc2c1CCCC2	20	16	33	45	-23*	33	50	20
Nc1nc(-c2ccccc2)c(N=Nc2cccc([N+](=O)[O-])c2)s1	78	84	92	73	95	91	87	97
O=C1Nc2ccc(F)cc2C12CC(c1ccc(Br)cc1)=NN2 (configuration not stated)	93	94	83	105	98	98	87	94
O=C(Cn1c(/C=C/c2cccc([N+](=O)[O-])c2)nc2ccccc2c1=O)Nc1ccc(Cl)cc1	111	89	93	94	110	92	97	117
O=C(O)c1cccc(-c2ccc(/C=N/NC(=O)c3[nH]c4ccc(Br)cc4c3-c3ccccc3)o2)c1	-13*	66	64	·	44	96	21	9.7*
Fc1ccc(-c2cc(-c3cc(-c4ccc(F)cc4)n[nH]3)[nH]n2)cc1	122	96	111	96	117	105	101	97
Clc1ccc(-c2ccc(-n3ccnc3)nn2)cc1	99	96	90	·	116	105	89	95

Quoted at random: 5 entries already listed, in no set order.
SMILES	MDA-MB-468	K-562	MOLT-4	MDA-MB-231	MDA-MB-435	RPMI-8226	SR	CCRF-CEM
O=C(O)c1cccc(-c2ccc(/C=N/NC(=O)c3[nH]c4ccc(Br)cc4c3-c3ccccc3)o2)c1	-13*	66	64	·	44	96	21	9.7*
O=C(Cn1c(/C=C/c2cccc([N+](=O)[O-])c2)nc2ccccc2c1=O)Nc1ccc(Cl)cc1	111	89	93	94	110	92	97	117
Clc1ccc(-c2ccc(-n3ccnc3)nn2)cc1	99	96	90	·	116	105	89	95
Nc1nc(-c2ccccc2)c(N=Nc2cccc([N+](=O)[O-])c2)s1	78	84	92	73	95	91	87	97
O=C1Nc2ccc(F)cc2C12CC(c1ccc(Br)cc1)=NN2 (configuration not stated)	93	94	83	105	98	98	87	94

Further compounds:
SMILES	MDA-MB-468	K-562	MOLT-4	MDA-MB-231	MDA-MB-435	RPMI-8226	SR	CCRF-CEM
CC1CC(C#N)C(=O)O1 (configuration not stated)	92	97	96	112	95	98	100	104
CC1OC(n2c3ccccc3c3c4c(c5c6ccccc6[nH]c5c32)C(=O)N(CCN2CCOCC2)C4=O)CC(O)C1O (configuration not stated)	-11*	18	6.7*	74	41	28	11	27
Cc1csc(N/N=C/c2cn(-c3ccccc3)nc2-c2cc3ccccc3oc2=O)n1	104	80	82	89	97	91	73	89
O=C(NC1CCCCC1)c1ccc(Cl)cc1Cl	104	102	95	127	117	100	93	97
OC(CNC1CCCCC1)Cn1c2ccc(I)cc2c2cc(I)ccc21 (configuration not stated)	67	54	68	56	67	52	68	78
CCOC(=O)C1=C(C(=O)c2ccc(Br)cc2)C(c2ccc(O)c(O)c2)NC(=S)N1 (configuration not stated)	107	110	101	91	102	105	102	110
O=c1[nH]c2cc(-c3ccccc3)nn2c2ccccc12	80	102	88	100	88	102	·	106
COc1ccc(C2OCC3(C)C(CCC4(C)C5CC(C6=CCOC6=O)OC5(C)CCC34)O2)cc1 (configuration not stated)	79	80	98	100	102	72	97	89
O=S(=O)(NCCNc1nccc(-c2c(-c3ccc(F)cc3)nc3sccn23)n1)c1ccc(F)cc1	52	57	74	78	55	75	·	64
Cc1nn2c(-c3nc4cc(C)c(C)cc4[nH]3)c(-c3ccccc3)nc2s1	104	97	75	114	90	95	68	84
O=C(CCn1c[n+](CC(=O)c2ccc(F)cc2)c2ccccc21)Nc1cccc2cccnc12	-15*	59	65	57	79	35	79	68
COc1ccc(-c2cc3c(nn2)-c2ccccc2C3=O)cc1	-4.8*	22	57	60	10	27	-22*	29
CC1=CC(=O)CC(C)C1 (configuration not stated)	114&109	92&91	89&106	103&128	113&109	106&87	108&92	102&100
N#CCc1nn(-c2ccccc2)c2ncnc(N)c12	101	108	97	92	107	128	82	139
Cc1cc(=S)[nH]c(=S)[nH]1	92	90	98	94	97	68	105	93
C#CCOc1ccc2ncnc(Nc3cccc(NC(=O)CCl)c3)c2c1	68	55	18	74	82	64	30	16
CS(=O)(=O)c1ccc(-n2nc(-c3ccc(Oc4ccccc4)cc3)ccc2=O)cc1	57	71	74	75	90	56	99	·
CNc1nc2c(s1)C(c1cc(OC)c(OC)c(OC)c1)CC(=O)N2 (configuration not stated)	99	99	108	86	82	112	·	105
FC(F)(F)c1cccc(CCC2CCCC2C2CC2)c1 (configuration not stated)	103	·	·	106	114	110	·	100
CC(C)N1CCN(c2ccncc2S(=O)(=O)N2CCN(C)CC2)CC1	94	98	104	101	101	102	93	98
COc1ccc(Cn2c(SC)nc(=O)n(Cc3ccc(Cl)cc3)c2=O)cc1	107	93	95	99	111	93	84	98
COc1c(-c2c3sc(=O)[nH]c3nc3c2c(=O)[nH]n3C(C)C)cc2c(c1OC)OCO2	102	86	94	108	91	93	85	95
Cc1nn(-c2ccccc2)c(Oc2ccc(Br)cc2)c1/C=N\N=c1/sc2ccccc2n1C	73	82	80	86	97	72	·	87
Cc1nn2c(-c3nc4cc(C)c(C)cc4[nH]3)c(-c3ccc(F)cc3)nc2s1	96	85	82	128	99	76	72	84
NCCCNc1nc2ccccc2c2c(=O)c3cc(F)ccc3sc12	1.3*	-50*	-35*	-53*	-91*	-2.7*	9.1*	0.3*
C=CCCCC(=O)CCC(=O)OCC1O[C@@H](O[C@@H]2C(O)[C@@H](OC(C)=O)C(C)O[C@H]2O[C@H](CC=C)CCCCC)C(O)[C@@H](OC(=O)/C(C)=C/C)[C@@H]1OC(=O)/C=C/c1ccccc1 (some centres not stated)	-24*	34	27	4.5*	9.2*	-1.3*	-12*	29
COc1cc(/C=N\NC(=O)c2ccncc2)ccc1O	108	·	·	102	114	97	·	·
CCc1cccc2c3c(sc12)C(c1ccc(OC)cc1)c1c(nc(CC(=O)Nc2ccccc2)[nH]c1=O)O3 (configuration not stated)	90	28	71	80	19	87	55	64
COc1ccc(/C=C2\N=C(C)N(CCc3ccc(S(N)(=O)=O)cc3)C2=O)cc1OC	111	99	107	105	111	101	87	98
CCN1C(=O)N(CC)C2Nn3c(s/c(=C4\C(=O)N(CCc5ccccc5)c5ccccc54)c3=O)=NC21 (configuration not stated)	92	94	94	113	87	90	87	94
COc1ccc2c3c(c4ccccc4cc13)C(=O)N(CCN(C)CCN)C2=O	-76*	-68*	-32*	-72*	-93*	-45*	-32*	-65*
Nc1nc(C(F)(F)F)cs1	101	100	112	117	100	115	101	109
CCN(CC)c1cccc(O)c1	68	102&79	91&83	113&88	94&107	110&78	·	107&87
c1ccc(-c2ccccc2OCC2CO2)cc1 (configuration not stated)	117	86	99	102	104	100	93	84
O=C(c1nc2ccccc2[nH]1)C1C(c2cccc([N+](=O)[O-])c2)C2CC3CCCCC3N2[C@@]12C(=O)Nc1cc(Cl)ccc12 (some centres not stated)	1.5*	24	8.8*	19	36	8.0*	6.1*	26
O=c1cnc2ccccc2[nH]1	109	105	99	106	106	110	105	112
O=C1c2ccccc2NC(c2cc3ccccc3c3ccccc23)N1/N=C/c1cc2ccccc2c2ccccc12 (configuration not stated)	106	85	94	·	71	100	90	96
CCOC(=O)C1=C(C)Nc2nc3ccccc3n2C1c1ccc(OC)cc1 (configuration not stated)	98	103	97	91	105	112	89	97
O=c1c2cc(F)cc(F)c2sc2c(NCCCNCCO)nc3ccccc3c12	83	79	71	52	82	·	60	56
O=C(CSc1nc2ccccc2c(=O)[nH]1)c1ccc(-c2ccccc2)cc1	84	79	93	73	97	87	92	93
COC(c1ccccc1)(c1ccccc1)c1ccc2ccc3ccccc3c2c1	107	78	71	101	90	86	94	·
C=CCN1C(=O)c2ccccc2C1=O	107	106	102	106	106	93	100	93
CC(=O)C(SSC(C(C)=O)C(C)=O)C(C)=O	93	102	105	118	105	·	93	101
COc1ccc(NC(=O)c2sc3nc(C)c(C(C)=O)cc3c2N)cc1	92	86	85	102	93	86	84	92
NS(=O)(=O)c1ccc(N=C2NC(=O)/C(=C/c3ccco3)S2)cc1	99	106	111	92	104	101	101	100
O=C(NCCCNc1nccc(-n2ccc3cccnc32)n1)C1CCCCC1	93	93	98	101	108	·	95	102
CC1=C(C(=O)Nc2nc(-c3ccc(Cl)cc3)cs2)[C@H](c2ccc(O)cc2)NC(=O)N1	95	97	94	90	101	109	113	116
